Screening results as filed in PubChem BioAssay.
GLD-1 RNA inh – GLD-1-TGE RNA interaction inhibition (C. elegans); Q17339; purified GLD-1 + fluorescein TGE RNA, fluorescence polarization; inhibition, % at 5.96 µM; 0.44% of 320,000 active; AID 2280;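 active = percent inhibition above a per-plate cutoff, the plate mean of test compounds plus 3 SD, cut at about 30% in these data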;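 note: 0% = DMSO wells with GLD-1 and probe and 100% = wells lacking GLD-1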
Target sequence (Q17339 whole entry, looked up): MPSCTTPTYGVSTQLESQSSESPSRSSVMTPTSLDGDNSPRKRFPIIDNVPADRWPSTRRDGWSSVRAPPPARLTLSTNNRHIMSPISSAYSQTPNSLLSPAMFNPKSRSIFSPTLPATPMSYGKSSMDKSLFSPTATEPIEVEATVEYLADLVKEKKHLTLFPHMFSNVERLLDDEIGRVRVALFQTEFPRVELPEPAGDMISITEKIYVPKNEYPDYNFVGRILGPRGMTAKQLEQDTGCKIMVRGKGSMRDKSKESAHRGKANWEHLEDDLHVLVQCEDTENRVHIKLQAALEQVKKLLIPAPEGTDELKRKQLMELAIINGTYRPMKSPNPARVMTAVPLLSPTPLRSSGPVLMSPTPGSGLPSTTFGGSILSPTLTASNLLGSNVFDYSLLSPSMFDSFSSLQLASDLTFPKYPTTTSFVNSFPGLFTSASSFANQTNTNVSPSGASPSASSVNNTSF
Bcl-xL primary – Bcl-xL (human) inhibition | Q07817 | inhibition, % at 10.9 µM | 0.7% of 320,000 active | AID 2129 | GST-Bcl-xL / FITC-Bim BH3 peptide fluorescence polarization;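 active = inhibition above the mean of all tested compounds plus 3 SD, cutoff set per campaign, cut at about 30% in these data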;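 note: 0% = DMSO wells and 100% = unlabeled Bim-BH3 peptide competitor; inhibitors lower millipolarization by displacing the labeled peptide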
Target sequence (Q07817 whole entry, looked up): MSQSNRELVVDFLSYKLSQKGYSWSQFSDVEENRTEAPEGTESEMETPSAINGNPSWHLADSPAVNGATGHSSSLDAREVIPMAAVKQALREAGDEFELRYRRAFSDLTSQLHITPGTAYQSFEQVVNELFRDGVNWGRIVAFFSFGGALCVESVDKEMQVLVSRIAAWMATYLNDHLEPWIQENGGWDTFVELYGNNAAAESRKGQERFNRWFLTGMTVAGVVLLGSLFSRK
Yeast superoxide – yeast age-related superoxide inhibition as caloric restriction mimetic. 0.18% of 330,000 active. S. cerevisiae aged cells, superoxide DHE fluorescence; stronger effect = lower value. superoxide response (% of plate mean), % at 10 µM;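 active = superoxide response under a set limit, about three screen SD below normal, cut at about 65% in these data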;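 note: yeast aged for seven days with compound at 30 °C before DHE staining; 100% = average MFI of all compound-treated wells on the plate with controls excluded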
VLA-4 inh – inhibition in a human VLA-4 binding assay | P13612 | VLA-4 expressing cells, ligand binding flow cytometry | inhibition, % (about 7 µM as worked out from the volumes in the protocol) | 0.2% of 330,000 active | AID 2557; in the data active = inhibition above about 50%
GRK2 inh – blocks RNA aptamer binding to human GRK2; P25098; bead flow cytometry, FAM-aptamer displacement from GRK2; inhibition of aptamer binding, % at 10 µM; 0.59% of 330,000 active; AID 488847;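 active = inhibition of aptamer binding above 40%, roughly 3 SD of noise, on plates passing a quality check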;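 note: median bead fluorescence of bound FAM aptamer so fluorescent compounds give negative values; no value below 0 was filed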
CIT2-GFP yeast – alters CIT2-GFP fluorescence in TOR pathway yeast screen; 0.065% of 320,000 active; S. cerevisiae CIT2-GFP strain, flow cytometry, 3 h; 100 means same as DMSO wells; GFP response vs DMSO, % at 10 µM;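 active = GFP response relative to DMSO above a set limit, near the screen mean plus 3 SD, cut at about 150% in these data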;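 note: ratio of well median GFP fluorescence to mean of DMSO wells on the plate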
MCL1-BIM inh – disrupts human MCL1 binding to BIM-BH3 peptide; GST-MCL1 / FITC-Bim-BH3 fluorescence polarization; inhibition, % at 10.9 µM; 0.68% of 320,000 active;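 active = inhibition above the mean inhibition of all tested compounds plus 3 SD, set per campaign, cut at about 40% in these data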;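 note: 0% = DMSO wells and 100% = unlabeled Bim-BH3 peptide control; higher means more loss of mP so more displacement of Bim peptide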
AGP1 TOR yeast – modulators of TOR pathway AGP1-GFP in S. cerevisiae | S. cerevisiae AGP1-GFP multiplex flow cytometry, 3 h; GFP as percent of DMSO wells | GFP response vs DMSO, % at 10 µM | 0.02% of 320,000 active | AID 2066;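 active = GFP response relative to DMSO above a set limit, near screen average plus 3 SD, cut at about 150% in these data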;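 note: median GFP channel fluorescence of the gated AGP1 strain per well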
MEX-5 binding – C. elegans MEX-5 TCR-2 RNA binding activity | Q9XUB2 | activity score (negative = inhibition of binding), % at 10 µM | 0.38% of 300,000 active | MEX-5/FITC-TCR2 RNA binding, fluorescence polarization; stronger effect = lower value;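 active = inhibition past about -25% in most replicates, and total fluorescence under double the plate's negative control median, limit read from the data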;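 note: 0% = DMSO and -100% = 5 µM competing unlabeled TCR2 RNA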
* hit, by the source's call; i = inactive; . = not tested or not shown.

SMILES	GLD-1 RNA inh	Bcl-xL primary	Yeast superoxide	VLA-4 inh	GRK2 inh	CIT2-GFP yeast	MCL1-BIM inh	AGP1 TOR yeast	MEX-5 binding
O=C(Nc1cccc(Br)c1)c1ccc2c(c1)SC1=NS(=O)(=O)CCN12	5.0	3.8	98.3	20.9	0.0	93.4	0.8	103.9	.
O=C(NCC1CCCO1)c1ccc(N2CCCCC2)c([N+](=O)[O-])c1 (centres undefined)	-4.5	7.3	109.1	0.0	0.0	94.7	0.1	95.2	-1.3
CCOC(=O)N1CCN(c2c(NCCOC)c(=O)c2=O)CC1	-0.6	1.8	108.6	-3.9	0.0	93.6	2.6	97.1	1.1
Cc1nc2cncc(Br)c2n1C	-2.6	2.5	97.2	-0.6	0.0	98.4	1.3	100.6	-1.4
Cc1c(C)n(CCCN(C)C)c2ncnc(NCc3ccccc3)c12	14.9	12.9	97.5	-8.5	0.0	103.3	18.4	98.7	-5.1
Cc1ccc(N2C(=O)Nc3ccc(Br)cc3C2(O)C(=O)NCCCN(C)C)cc1C (centres undefined)	-3.2	0.9	89.6	0.5	0.0	96.0	2.8	100.1	-0.8
O=S(=O)(Nc1ccc(-c2cn3ccccc3n2)cc1)c1ccccc1	6.0	4.8	101.2	-12.9	0.0	101.7	1.3	102.9	-0.4
Cc1ccc(C(=O)C2C(c3ccc(-c4ccccc4[N+](=O)[O-])o3)NC(=O)NC2(O)C(F)(F)F)cc1 (centres undefined)	10.5	5.3	99.6	-0.8	0.0	109.3	3.7	107.6	2.3
CC(NS(=O)(=O)/C=C/c1ccccc1)C(=O)NCCc1ccc(S(N)(=O)=O)cc1 (centres undefined)	-4.7	4.8	95.9	-3.1	0.0	105.7	2.0	113.2	2.3
Cc1ccc(NC(=S)N2CCN(C)CC2)c(C)c1	0.1	2.7	100.8	25.6	0.0	104.6	7.9	99.8	.
COc1ccc(CNC(=O)COC(=O)CCC2CCCCC2)cc1	-6.2	3.0	103.4	0.9	0.0	101.8	2.4	86.9	-1.0
CCOC(=O)C1=NNC2C(=O)N(C3CCCCC3)C(=O)C12 (centres undefined)	-1.1	-5.0	118.6	2.6	0.0	106.2	-10.8	102.5	1.3
COc1ccc2c(c1)c1ncn(Cc3ccccn3)c(=O)c1n2C	7.1	11.3	106.9	8.4	0.0	94.9	4.3	105.3	2.2
CCOC(=O)Cn1cncc1-c1ccc([N+](=O)[O-])cc1	5.4	5.2	98.8	-4.6	1.0	106.7	5.3	92.5	1.2
CC(C)N(Cc1ccccc1)C(=S)Nc1cccnc1	0.7	1.0	80.5	5.0	1.0	90.8	-2.9	93.3	2.1
COC(=O)/C=C/c1c(C)[nH]c(=O)[nH]c1=O	3.6	-0.7	107.6	3.6	4.0	104.2	-0.6	107.2	-1.0
Cc1cccc(-n2cc(-c3ccc([N+](=O)[O-])cc3)[nH]c2=S)c1	-3.6	-5.9	113.0	-14.4	0.0	99.7	-7.3	106.5	-0.5
CCC(C)(C)NC(=O)C(c1ccc(OC)cc1)N(C(=O)CCC(=O)Nc1cc(C)on1)c1ccc2c(c1)OCCO2 (centres undefined)	3.1	8.9	96.2	-3.4	3.0	98.8	7.4	102.7	0.6
CC(C)(CO)C(O)C(=O)NCCC#N (centres undefined)	1.9	-3.0	87.7	-13.8	3.0	102.2	1.5	110.3	1.9
O=C(NC1CCCCCCC1)C1CCN(S(=O)(=O)N2CCCC2)CC1	-2.5	1.3	104.6	-3.2	1.0	101.3	-1.9	103.5	0.1
Cc1c(Cl)cccc1N1C(=O)c2ccccc2C1=O	5.1	0.7	105.7	5.5	0.0	92.0	3.3	99.5	-0.3
CC(C)NS(=O)(=O)c1ccc(OCC(=O)Nc2ccc3c(c2)OCO3)cc1	3.7	4.2	100.3	-1.4	1.0	99.5	4.0	102.0	0.4
CN(C)S(=O)(=O)c1cccc(C(=O)NCc2cccs2)c1	-5.6	6.1	85.5	0.4	1.0	90.2	4.7	93.2	0.4
Cc1ccccc1NS(=O)(=O)c1cc(C(=O)Nc2cccc(N(C)S(C)(=O)=O)c2)ccc1C	-0.6	-2.4	114.5	-19.2	16.0	96.6	-5.0	103.7	3.6
COc1ccc(Cl)cc1C(=O)NN=C1CCCC1	-0.3	1.4	82.2	16.3	0.0	91.0	19.1	101.1	2.0
CC1CN(C(=O)c2cn3ccccc3n2)CC(C)O1 (centres undefined)	3.1	-0.6	91.5	-6.4	0.0	104.7	-3.4	104.1	-1.6
CC(C)(C)SCCNC(=O)/C=C/c1ccc(F)cc1	2.2	4.1	92.3	2.6	0.0	95.1	6.6	89.9	2.1
O=C(Nc1cc(Cl)ccc1-n1cncn1)c1cc(F)c(F)c(F)c1F	1.2	1.4	117.3	-10.3	2.0	103.0	6.1	93.6	0.8
S=c1[nH]c2ccc(Cl)cc2s1	-7.8	-2.4	80.5	-1.0	3.0	91.8	-17.1	96.1	-0.7
CCCCNC(=O)CSc1nc2ccccc2c(=O)n1Cc1ccc2c(c1)OCO2	9.9	0.4	104.5	-22.6	0.0	92.7	-1.8	105.0	1.6
CC(C)(C)n1[nH]c2c3c(ccc2c1=O)C(=O)c1ccccc1C3=O	-0.1	5.5	110.9	-18.4	2.0	96.5	9.5	93.6	0.2
COC(=O)c1cc(-c2ccc(OC)cc2F)nc2nc(SC)[nH]c(=O)c12	-1.1	4.0	120.0	-3.5	4.0	99.7	-0.7	100.6	-0.1
COC(=O)CN1C(=O)N/C(=C/c2ccc(OC)cc2)C1=O	-6.2	7.2	97.4	-1.1	0.0	100.0	3.1	103.5	1.2
O=C(CN1CCOCC1)NCC12CC3CC(CC(C3)C1)C2	-5.0	1.4	75.9	-2.7	0.0	82.6	-0.7	78.5	2.3
NC(=O)COC(=O)c1cc(-c2cccs2)nn1-c1ccccc1	2.6	-2.7	103.7	9.0	2.0	78.3	-8.0	92.5	-0.1
CCn1nc(C(=O)OC2CCOC2=O)c2ccccc2c1=O (centres undefined)	3.1	8.4	97.5	-8.8	2.0	104.3	3.4	105.3	-2.0
Cc1ccc(NC(=O)CSc2nc3ccccc3c(=O)n2CCCN2CCCCC2)cc1C	-3.2	5.3	95.2	7.1	0.0	90.3	1.8	92.8	0.5
C=CCn1c(=N)n(CC(O)COc2ccccc2OC)c2ccccc21 (centres undefined)	-4.5	2.5	90.7	-19.3	0.0	97.8	-1.3	96.4	1.1
CCCCC(=O)Nc1sc2c(c1C#N)CC(C)(C)OC2	1.8	-1.4	101.4	20.2	0.0	105.5	2.5	104.3	-0.2
CC(Sc1nc(-c2ccccc2)cc(C(F)(F)F)n1)C(=O)NCc1ccco1 (centres undefined)	0.7	-2.2	96.2	-8.0	0.0	99.0	-5.7	99.4	2.6
COc1ccc(N2C(=O)C3C4C=CC(CC4)C3C2=O)c([N+](=O)[O-])c1 (centres undefined)	-0.1	1.9	95.4	3.4	1.0	94.7	8.2	96.4	1.6
CCOC(=O)c1sc2ncn(/N=C/N(C)C)c(=O)c2c1C	0.0	1.4	90.8	-14.1	1.0	64.7	4.5	74.8	0.1
Cc1cc(N/N=C/c2ccc3c(c2)OCO3)nc2ccccc12	0.8	3.4	i	10.2	3.0	90.2	0.4	102.4	-13.3
CCOC(=O)N/N=C/c1cccc(Cl)c1Cl	2.1	3.4	97.1	3.2	3.0	96.2	1.5	94.6	-0.2
CC(=O)Nc1ccc(Nc2nc(-c3cc4ccccc4oc3=O)cs2)cc1	.	.	99.9	-15.2	2.0	101.2	.	104.9	0.7
CC1CCCCN1S(=O)(=O)c1ccc(NC(=O)c2ccco2)cc1 (centres undefined)	3.2	-1.6	116.0	1.1	0.0	99.3	4.6	98.3	2.8
CCOC(=O)c1ccc(N=C2SC(C(=O)NC)CC(=O)N2Cc2ccc(F)cc2)cc1 (centres undefined)	-3.5	5.5	103.6	9.7	0.0	100.3	2.3	96.0	-0.5

In another format: four of the compounds above
Cc1ccc(NC(=O)CSc2nc3ccccc3c(=O)n2CCCN2CCCCC2)cc1C
  GLD-1 RNA inh: -3.2; Bcl-xL primary: 5.3; Yeast superoxide: 95.2; VLA-4 inh: 7.1; GRK2 inh: 0.0; CIT2-GFP yeast: 90.3; MCL1-BIM inh: 1.8; AGP1 TOR yeast: 92.8; MEX-5 binding: 0.5

CC(Sc1nc(-c2ccccc2)cc(C(F)(F)F)n1)C(=O)NCc1ccco1 (centres undefined)
  GLD-1 RNA inh: 0.7; Bcl-xL primary: -2.2; Yeast superoxide: 96.2; VLA-4 inh: -8.0; GRK2 inh: 0.0; CIT2-GFP yeast: 99.0; MCL1-BIM inh: -5.7; AGP1 TOR yeast: 99.4; MEX-5 binding: 2.6

Cc1cc(N/N=C/c2ccc3c(c2)OCO3)nc2ccccc12
  GLD-1 RNA inh: 0.8; Bcl-xL primary: 3.4; Yeast superoxide: i; VLA-4 inh: 10.2; GRK2 inh: 3.0; CIT2-GFP yeast: 90.2; MCL1-BIM inh: 0.4; AGP1 TOR yeast: 102.4; MEX-5 binding: -13.3

CC(=O)Nc1ccc(Nc2nc(-c3cc4ccccc4oc3=O)cs2)cc1
  GLD-1 RNA inh: .; Bcl-xL primary: .; Yeast superoxide: 99.9; VLA-4 inh: -15.2; GRK2 inh: 2.0; CIT2-GFP yeast: 101.2; MCL1-BIM inh: .; AGP1 TOR yeast: 104.9; MEX-5 binding: 0.7

Profiles as entered above. Order of screens: GLD-1 RNA inh, Bcl-xL primary, Yeast superoxide, VLA-4 inh, GRK2 inh, CIT2-GFP yeast, MCL1-BIM inh, AGP1 TOR yeast, MEX-5 binding
Record of CC(Sc1nc(-c2ccccc2)cc(C(F)(F)F)n1)C(=O)NCc1ccco1 (centres undefined) : 0.7, -2.2, 96.2, -8.0, 0.0, 99.0, -5.7, 99.4, 2.6
Record of COc1ccc(N2C(=O)C3C4C=CC(CC4)C3C2=O)c([N+](=O)[O-])c1 (centres undefined) : -0.1, 1.9, 95.4, 3.4, 1.0, 94.7, 8.2, 96.4, 1.6
Record of CCOC(=O)N/N=C/c1cccc(Cl)c1Cl : 2.1, 3.4, 97.1, 3.2, 3.0, 96.2, 1.5, 94.6, -0.2
Record of CC1CCCCN1S(=O)(=O)c1ccc(NC(=O)c2ccco2)cc1 (centres undefined) : 3.2, -1.6, 116.0, 1.1, 0.0, 99.3, 4.6, 98.3, 2.8
Record of Cc1cc(N/N=C/c2ccc3c(c2)OCO3)nc2ccccc12 : 0.8, 3.4, i, 10.2, 3.0, 90.2, 0.4, 102.4, -13.3
